GPR7 antag – antagonists of human GPR7 (neuropeptides B/W receptor 1); P48145; GPR7-expressing cells, fluorescence antagonist assay; inhibition, % at 4.4 µM; hit rate 1.1% among 290,000; AID 1861; in the data active = inhibition above about 16%, passing the limit was not always enough;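 also: cells stimulated with the agonist NPW; 0% = agonist with vehicle and 100% = vehicle without agonist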
OXTR ag – human OXTR agonism; P30559; CHO-OTR cells, Fluo-8 calcium fluorescence; normalized: DMSO 0%, oxytocin 100%; activation, % at 3 µM; hit rate 0.32% among 320,000; AID 2435;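 active = activation above the mean of all tested compounds plus 3 SD, cutoff set per screening run, cut at about 20% in these data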;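 also: peak over basal fluorescence ratio from a 100 s FLIPR kinetic read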
MEKK2 WT-MEK5 – raises or lowers MEK5 binding to wildtype human MEKK2 PB1 domain. Q9Y2U5. bead flow cytometry, Alexa488-MEK5 binding to MEKK2 WT; actives lie on both sides. binding response (% of control), % at 10 µM. hit rate 1.1% among 290,000. AID 1531; in the data active = binding response below about 67% or above about 130%
MEKK2 mut-MEK5 – signal of MEK5 binding to mutant human MEKK2 PB1 domain | bead flow cytometry, Alexa488-MEK5 binding to MEKK2 mutant | hit rate 0.35% among 290,000 | percent response, % at 10 µM; in the data active = percent response above about 24%, passing the limit was not always enough; also: inactives centre near 1; some results filed as inactive read as strong as hits; reference of the scale not given here
PfM18AAP inh – PfM18AAP enzyme inhibition | recombinant PfM18AAP, H-Glu-NHMec fluorogenic cleavage | inhibition, % at 7.35 µM | hit rate 1.2% among 290,000 | AID 1822;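 active = inhibition above the campaign mean inhibition over all tested compounds plus 3 SD, cut at about 28% in these data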;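 also: 0% = plate median of test compound wells and 100% = 2 mM ZnCl2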
NALP1 yeast inh – inhibitors of NALP1 inflammasome in yeast; S. cerevisiae NALP1/ASC/caspase-1 growth, X-gal OD620, 72 h; inhibition, % at 10 µM; hit rate 0.61% among 280,000; AID 2071; in the data active = inhibition mostly above about 24%, no sharp cut-off; inactive = mostly below about 32%; also: some compounds called inactive have numbers as strong as hits
PHOSPHO1 block – inhibitors of human PHOSPHO1 phosphatase | recombinant PHOSPHO1, absorbance phosphatase assay | inhibition, % at 13.3 µM | hit rate 1.1% among 290,000; in the data active = inhibition above about 60%
Target sequence (Q8TCT1 whole entry, looked up): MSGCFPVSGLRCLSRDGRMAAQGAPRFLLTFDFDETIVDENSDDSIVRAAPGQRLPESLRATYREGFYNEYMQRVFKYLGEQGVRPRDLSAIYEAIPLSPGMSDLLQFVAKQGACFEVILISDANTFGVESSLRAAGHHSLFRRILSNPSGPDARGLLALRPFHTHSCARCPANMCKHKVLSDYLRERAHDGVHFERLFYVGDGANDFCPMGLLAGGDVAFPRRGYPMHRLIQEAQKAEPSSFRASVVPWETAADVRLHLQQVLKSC
MEKK3 PB1 HTS – raises or lowers MEK5 binding to the human MEKK3 PB1 domain; Q99759; bead-based flow cytometry, Alexa488-MEK5 binding to MEKK3; actives lie on both sides; 0 = blocked by unlabeled MEK5, 100 = vehicle; binding response (% of control), % at 10 µM; hit rate 1.4% among 290,000;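 active = binding response more than 3 SD above or below the average of its plate-row segment, actives on both sides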;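 also: Alexa488 bead fluorescence after subtracting the streptavidin-only scavenger bead signal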
Target sequence (Q99759 whole entry, looked up, the tested form may be a part): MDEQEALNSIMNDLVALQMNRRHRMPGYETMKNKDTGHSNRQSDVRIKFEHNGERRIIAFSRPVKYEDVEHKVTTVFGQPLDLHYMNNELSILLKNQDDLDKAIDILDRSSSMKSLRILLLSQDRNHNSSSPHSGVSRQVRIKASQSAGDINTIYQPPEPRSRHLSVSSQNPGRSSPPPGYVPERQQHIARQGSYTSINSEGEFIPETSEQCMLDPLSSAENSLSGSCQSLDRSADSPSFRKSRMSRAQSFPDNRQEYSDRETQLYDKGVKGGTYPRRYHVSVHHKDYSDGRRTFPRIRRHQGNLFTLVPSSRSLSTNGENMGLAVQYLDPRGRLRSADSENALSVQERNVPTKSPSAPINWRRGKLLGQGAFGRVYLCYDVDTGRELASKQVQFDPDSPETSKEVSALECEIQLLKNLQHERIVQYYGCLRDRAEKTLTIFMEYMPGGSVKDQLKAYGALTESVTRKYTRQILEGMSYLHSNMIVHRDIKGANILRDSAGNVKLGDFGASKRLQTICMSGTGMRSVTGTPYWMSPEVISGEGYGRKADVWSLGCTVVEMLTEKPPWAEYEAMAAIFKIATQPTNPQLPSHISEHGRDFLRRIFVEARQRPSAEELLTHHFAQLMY
FID counter – displaces DNA intercalator in HCV helicase counter-screen | DNA fluorescent intercalator displacement, fluorescence | inhibition, % at 7.9 µM | hit rate 0.17% among 290,000 | AID 1845; in the data active = inhibition above about 37%;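 also: 0% = vehicle and 100% = reference compound; higher means more ethidium bromide displaced from hairpin DNA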
* marks the source's active call; other numbers are inactive results; nt = not tested or not shown. Random draw from the library. Share with any hit: about 6.2%.

SMILES | GPR7 antag | OXTR ag | MEKK2 WT-MEK5 | MEKK2 mut-MEK5 | PfM18AAP inh | NALP1 yeast inh | PHOSPHO1 block | MEKK3 PB1 HTS | FID counter
COC(=O)C(C)n1cnc2c(nnn2-c2ccc(OC)cc2)c1=O (stereo not given) | -1 | 2.5 | 103 | 7 | 2 | 13 | 21 | 102 | 1
C=CCn1cc(C(=O)OCC)c(=O)c2cc(F)c(F)cc21 | -9 | -1.1 | 91 | -29 | 0 | nt | 27 | 88 | -17
Cc1ccc(NC(=O)CN2C(=O)COc3ccc(S(=O)(=O)N4CCOCC4)cc32)cc1F | 2 | -1.4 | 96 | -8 | 1 | 20 | 47 | 97 | -10
CCOc1ccc(NC(=O)CN(C)C(=O)Cc2c(C)nc3ccccc3c2C)cc1OCC | -9 | -1.9 | 110 | 7 | 1 | 8 | -12 | 108 | -15
COc1ccc(/C=N/n2c(SC)nnc(C(C)(C)C)c2=O)c(OC)c1 | 7 | -1.2 | 104 | 10 | -4 | -14 | 4 | 105 | 8
Cc1ccc(NC(=O)C(=O)NCCN2CCN(S(=O)(=O)c3ccccc3)CC2)cc1C | -8 | 1.7 | 108 | 1 | -3 | 11 | -13 | 106 | -3
CCc1sc(C(=O)NCc2ccco2)cc1Br | -12 | -2.1 | 98 | 4 | 5 | 14 | -2 | 104 | -6
O=[N+]([O-])c1cccnc1-n1cnc2ccccc21 | -1 | 1.0 | 106 | 2 | 6 | 19 | -3 | 106 | 1
Cc1nn(-c2ccccc2)c2c1C(=O)N(c1ccccc1)C(=O)C(C)(C)C2 | 3 | -1.7 | 108 | 4 | 5 | -2 | -114 | 105 | -34
COc1ccc(CN(CCN2CCOCC2)C(=O)c2c(F)cccc2F)cc1OC | 6 | 0.1 | 88 | -5 | -3 | 21 | 20 | 81 | -14
CC(=O)Nc1ccc(-c2csc(NC(=O)C3CC(=O)N(c4ccc5c(c4)OCCO5)C3)n2)cc1 (stereo not given) | -6 | -0.2 | 85 | -18 | -4 | nt | 44 | 89 | -27
COC(=O)CCC(=O)N1CCCC(C(=O)c2ccc(Cl)cc2C)C1 (stereo not given) | -12 | -0.1 | 100 | 5 | -3 | 23 | -8 | 99 | -25
O=C(c1cccc(N2C(=O)C3CC=CCC3C2=O)c1)N1CCN(c2ccccc2)CC1 (stereo not given) | 2 | 1.3 | 108 | -1 | 5 | -13 | -10 | 113 | -38
Fc1ccc(CN2CCN3CCCC3C2C2CCCCC2)cc1F (stereo not given) | 8 | 1.7 | 113 | 7 | -20 | 4 | 18 | 106 | 23
CN(C)C=Nc1ccc2nn(-c3ccccc3)nc2c1 | 10 | 1.7 | 102 | 3 | 5 | 21 | 46 | 99 | 8
Cc1ccccc1NC(=S)N(CCN(C)C)C(C)c1cccnc1 (stereo not given) | -4 | -0.1 | 100 | -4 | -5 | 5 | -1 | 99 | 0
N#Cc1ccncc1S(=O)c1ccc(Cl)cc1 (stereo not given) | -6 | 0.7 | 100 | 2 | -4 | 10 | 25 | 104 | -1
COc1ccc(CCNC(=O)COc2ncnc3cc([N+](=O)[O-])ccc23)cc1 | -2 | 0.5 | 103 | 10 | 3 | 29 | -2 | 101 | 8
CCC(C)[C@H](NC(=O)C1CCN(C(=O)[C@H](Cc2ccccc2)NS(=O)(=O)c2ccc(C)cc2)CC1)C(=O)O (stereo not given in full) | 3 | 1.4 | 104 | 9 | -16 | 4 | nt | 104 | -40
O=C(NCc1cccs1)C1CCN(S(=O)(=O)c2cccc3cccnc23)CC1 | nt | -0.5 | 109 | 3 | nt | -5 | -4 | 109 | nt
O=C(NCCCn1cccn1)c1cc(COc2ccc(F)cc2Cl)on1 | -14 | 0.7 | 105 | 5 | 30* | -3 | 28 | 99 | -18
CC1=NN(Cc2ccccc2)C(=O)C1C(c1ccccc1)C(C#N)C#N (stereo not given) | 6 | 0.8 | 100 | 2 | 1 | 6 | 16 | 104 | -10
CCOC(=O)N1CCN(C(=O)c2ccc(CNS(=O)(=O)c3ccc(C)cc3)cc2)CC1 | -11 | -0.3 | 107 | 2 | -4 | 4 | 10 | 105 | -36
C[C@H](NC(=O)c1nc[nH]c1C(=O)N[C@@H](C)c1ccccc1)C(=O)OC(C)(C)C | -24 | -2.3 | 97 | -2 | 2 | -18 | 44 | 98 | -33
Cc1n[nH]c(C)c1N=Nc1ccc(Br)cc1 | 8 | 0.0 | 79 | -10 | -8 | 1 | 28 | 84 | -1

The results go on:
SMILES | GPR7 antag | OXTR ag | MEKK2 WT-MEK5 | MEKK2 mut-MEK5 | PfM18AAP inh | NALP1 yeast inh | PHOSPHO1 block | MEKK3 PB1 HTS | FID counter
CC(C)(C)c1ccc(OCc2nnc(SCC(N)=O)n2N)cc1 | -10 | 0.3 | 94 | -3 | 4 | 6 | 23 | 103 | -3
Cc1ccc(S(=O)(=O)N(CC(=O)N/N=C\c2cccs2)c2cccc3cccnc23)cc1 | -3 | -2.0 | 91 | -3 | -3 | 24 | -10 | 86 | -5
CCN(CC)C(=O)Cn1cc(C(=O)C(=O)N2CCCc3ccccc32)c2ccccc21 | -4 | -2.3 | 84 | -11 | -2 | 1 | 11 | 93 | -33
COc1ccc(-c2ccc(C#N)c(OC(=O)c3c(Cl)cccc3Cl)n2)cc1 | -10 | 0.1 | 100 | -1 | 2 | 12 | 7 | 106 | -1
CN1CCCN(Cc2ccccc2C(F)(F)F)CC1 | -10 | 1.6 | 100 | -3 | 0 | 30 | -11 | 102 | 8
CCOc1ccccc1C(=O)N1CCN(c2cccc(Cl)c2)CC1 | 21* | 0.5 | 105 | 6 | -3 | -14 | -10 | 102 | -33
O=C(NCc1ccccc1Cl)NCc1ccccc1Cl | -6 | -1.4 | 96 | -16 | -2 | -9 | 8 | 92 | 0
O=C(COc1ncnc2ccccc12)Nc1cccc([N+](=O)[O-])c1 | 4 | 1.6 | 96 | -3 | 2 | -1 | 4 | 102 | 15
COc1ccc(OC)c(-c2cc(C(=O)Nc3cc(C)n(Cc4ccc(Cl)cc4)n3)no2)c1 | 15 | -0.2 | 87 | -14 | -16 | 11 | 6 | 81 | -5
CN(C)CCN(C)Cc1c2ccccc2c(CN(C)CCN(C)C)c2ccccc12 | 5 | 0.2 | 128 | 24* | 29* | 19 | 20 | 111 | -1
O=C(COC(=O)c1cc(=O)[nH]c(=O)[nH]1)Nc1cccc(S(=O)(=O)N2CCOCC2)c1 | -12 | 1.0 | 105 | 10 | 0 | 12 | 46 | 104 | -2
O=C(Nc1cccc2c1CCCC2)c1ccccc1Cl | -24 | -1.9 | 113 | 16 | -3 | -11 | 19 | 106 | -7
c1ccc2c(SCc3cn4ccccc4n3)nncc2c1 | -11 | -0.6 | 95 | -4 | -3 | 5 | 49 | 93 | -9
NC(N)=NS(=O)(=O)c1ccc(NC(=S)NC(=O)/C=C/c2ccc(F)cc2)cc1 | -7 | 0.7 | 107 | 9 | -1 | 15 | 49 | 108 | 3
O=C(/C=C/c1ccccc1)NCCCNC(=O)/C=C/c1ccccc1 | 9 | 0.0 | 101 | -2 | 4 | -12 | -21 | 104 | -24
O=C1CCCC2=C1C(c1ccco1)Nc1ccc(C(=O)c3ccccc3)cc1N2 (stereo not given) | -8 | -1.5 | 97 | -2 | 17 | 16 | 24 | 95 | -15
COc1ccc(OCCn2cc(/C=N/NC(=O)c3ccncc3)c3ccccc32)cc1 | 19 | 5.1 | 103 | -1 | 4 | 18 | 7 | 118 | -17
Cc1cc(N2CCC(C(=O)NC3CC3)CC2)nc(-c2ccccc2)n1 | -13 | 0.4 | 112 | 6 | -6 | -15 | -8 | 107 | 5
Cc1ccc(S(=O)(=O)/N=C2/NC(=O)/C(=C/c3cc([N+](=O)[O-])ccc3O)S2)cc1 | 17 | 26* | 93 | 1 | 30* | 9 | -4 | 100 | 30
COc1ccc(CN2CCNC(=O)C2CC(=O)NC2CC(C)(C)CC(C)(C)C2)cc1OC (stereo not given) | -12 | -0.1 | 126 | 10 | -4 | 13 | 17 | 104 | -22
CCOC(=O)C(C)c1c(C(=O)c2ccc(C)nc2)c2ccccc2n1C (stereo not given) | -8 | -2.3 | 95 | 4 | -6 | 21 | -19 | 94 | -32
CCCn1nnc(NC(=O)c2cccc(Cl)c2)n1 | 5 | -0.1 | 104 | 5 | -9 | 20 | 33 | 110 | 0
COc1cc(C=O)ccc1OCC(=O)N1CCCC1 | -4 | -0.2 | 95 | -3 | 5 | 1 | 34 | 94 | -3
CCOC(=O)CSC1=C(C#N)C(c2ccccc2OCC)C(C#N)C(=O)N1 (stereo not given) | -4 | -1.6 | 100 | -3 | 12 | -8 | 29 | 96 | -17
CN(C)c1ccc(/C=C/C(=O)c2cc(Cl)ccc2O)cc1 | -5 | 6.1 | -1.0* | -10 | -2 | 17 | 19 | 90 | -2

Continuation.
SMILES | GPR7 antag | OXTR ag | MEKK2 WT-MEK5 | MEKK2 mut-MEK5 | PfM18AAP inh | NALP1 yeast inh | PHOSPHO1 block | MEKK3 PB1 HTS | FID counter
COc1ccc(F)cc1S(=O)(=O)NCC1CCCO1 (stereo not given) | -10 | -0.3 | 101 | -3 | -5 | 19 | -2 | 97 | -4
COc1ccc(/C=N/NC(=O)c2ccoc2C)cc1COc1c(C)cccc1C | 22 | 2.7 | 104 | 5 | -5 | 0 | -4 | 105 | -23
CCc1ccc(OCC(O)Cn2c(N3CCCCC3)nc3c2c(=O)[nH]c(=O)n3C)cc1 (stereo not given) | -13 | -1.5 | 106 | 4 | 2 | 11 | 8 | 104 | -37
CCOCCCNC(=O)c1ccc2c(c1)N(Cc1ccccc1)C(=O)CS2=O (stereo not given) | -4 | -0.3 | 101 | 1 | 28* | 24 | -2 | 98 | -27
CCCn1nnnc1SCC(=O)c1ccc(NC(C)=O)cc1 | -12 | 2.1 | 107 | 1 | -2 | 16 | -8 | 105 | -1
Fc1cc(F)cc(-c2oncc2-c2nnnn2-c2ccccc2)c1 | -13 | -2.4 | 103 | 2 | 7 | 1 | -1 | 111 | -2
COc1ccc(NC(=O)[C@@H](NC(=O)c2ccccc2)C(C)C)cc1S(=O)(=O)N1CCCCC1 | -7 | -1.7 | 101 | 1 | -3 | 0 | -4 | 97 | -25
CC(NCCC(Cc1ccccc1)c1ccco1)c1ccccc1 (stereo not given) | 24* | 9.2 | 101 | -3 | 3 | nt | 51 | 96 | 13
CC1CCN(c2nc3ccc(C(=O)NCCCN4CCCCC4C)cc3s2)CC1 (stereo not given) | -7 | -0.9 | 114 | 6 | -3 | 7 | 10 | 98 | 19
C/C(=N\NC(=O)c1cccc(C)c1O)c1ccc(NC(=O)Cc2ccccc2)cc1 | -7 | 0.0 | 106 | 8 | 6 | 4 | 12 | 101 | -14
Cc1ccc(OCC(=O)NNC(=S)NC(=O)C(C)(C)C)c(Br)c1 | -12 | 2.9 | 92 | -1 | 6 | -5 | -16 | 95 | -7
CCN=C1Cn2c(nc3scc(-c4ccccc4)c3c2=O)CN1CC | 1 | 1.6 | 101 | -1 | 2 | 37 | 10 | 95 | -9
CN1C[C@@H]2C(c3ccccc3)C3(c4cccnc4)CC2(C3)[C@H]1c1ccccc1 (stereo not given in full) | nt | -0.9 | 109 | 5 | nt | nt | 18 | 106 | nt
COc1cccc(-c2nc(CS(=O)(=O)CC(=O)NCCCN3CCOCC3)c(C)o2)c1 | -15 | -0.1 | 99 | 0 | -10 | -1 | 14 | 101 | 5

Among those listed so far, 3 contain bromine.
SMILES | GPR7 antag | OXTR ag | MEKK2 WT-MEK5 | MEKK2 mut-MEK5 | PfM18AAP inh | NALP1 yeast inh | PHOSPHO1 block | MEKK3 PB1 HTS | FID counter
CCc1sc(C(=O)NCc2ccco2)cc1Br | -12 | -2.1 | 98 | 4 | 5 | 14 | -2 | 104 | -6
Cc1n[nH]c(C)c1N=Nc1ccc(Br)cc1 | 8 | 0.0 | 79 | -10 | -8 | 1 | 28 | 84 | -1
Cc1ccc(OCC(=O)NNC(=S)NC(=O)C(C)(C)C)c(Br)c1 | -12 | 2.9 | 92 | -1 | 6 | -5 | -16 | 95 | -7

From PubChem BioAssay
